From PubChem BioAssay
PP5 inh = PP5 phosphatase inhibitors, primary screen, biochemical, fluorescence; inhibition, % at 6.7 µM; Serine/threonine-protein phosphatase 5 (Homo sapiens), P53041; purified PP5c, OMFP substrate fluorescence; AID 1987, 2009; 0.18% of 320,000 active;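 active = inhibition above the campaign's mean inhibition across all tested compounds plus 3 SD, cut at about 9.5% in these data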;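 also: 0% = DMSO only and 100% = 100 µM cantharidin control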
Target sequence (P53041 whole entry, looked up): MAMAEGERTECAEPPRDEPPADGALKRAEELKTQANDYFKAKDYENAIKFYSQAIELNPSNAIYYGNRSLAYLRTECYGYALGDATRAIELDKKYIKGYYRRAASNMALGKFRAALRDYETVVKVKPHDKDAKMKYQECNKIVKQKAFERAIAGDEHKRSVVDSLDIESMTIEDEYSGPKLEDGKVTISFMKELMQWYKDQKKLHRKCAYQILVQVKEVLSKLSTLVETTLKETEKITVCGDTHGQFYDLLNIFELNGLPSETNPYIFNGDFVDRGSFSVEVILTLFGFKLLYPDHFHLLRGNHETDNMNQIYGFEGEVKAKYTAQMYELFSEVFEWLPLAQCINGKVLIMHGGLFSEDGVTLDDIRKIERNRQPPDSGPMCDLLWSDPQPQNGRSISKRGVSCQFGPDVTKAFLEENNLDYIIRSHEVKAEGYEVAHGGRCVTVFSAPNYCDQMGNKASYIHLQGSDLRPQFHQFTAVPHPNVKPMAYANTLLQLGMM
Efflux pump mplx = inhibitors of Candida efflux pumps in yeast, primary screen, S. cerevisiae, Nile Red, multiplex | AID 485275, 2010 | inhibition, % at 10 µM | 0.44% of 330,000 active | S. cerevisiae Candida pump triplex;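 active = plate passing quality check with inhibition over a set limit, or well fluorescence over plate mean plus 4 SD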;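 also: Nile Red retained in pooled yeast measured as flow cytometry median fluorescence; 0% = buffer negative control and 100% = Enniatin B positive control; higher means more Nile Red kept so more efflux inhibition; some compounds called inactive have numbers as strong as hits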
core dimer inh = inhibitors of HCV core protein dimerization, primary screen, biochemical, TR-FRET, high-throughput; 0.33% of 300,000 active; TR-FRET GST/Flag-core106 dimerization, 1536-well; inhibition, % at 5 µM;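 active = inhibition above the mean of all tested compounds plus 3 SD, set per screening campaign, cut at about 45% in these data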
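Assay system: Tagged HCV core106 pair (GST and Flag) | Buffer or medium: KF-containing HEPES buffer, pH 7.45, DTT, CHAPS, BSA | Also added: Eu donor and XL665 acceptor anti-tag antibodies | Dosing: One concentration, 5 µM, in 0.5% DMSO | Timing: 4 h at 22.5 °C | Technique: TR-FRET 671 and 617 nm emission | Repeats: Singlicate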
PP1 inh = PP1-alpha phosphatase inhibitors, primary screen, counter-screen for PP5 inhibitor project, biochemical, fluorescence, OMFP substrate, single point; Serine/threonine-protein phosphatase PP1-alpha catalytic subunit (Homo sapiens), P62136; purified PP1alpha; inhibition, % at 6.7 µM; 0.9% of 320,000 active; AID 2235, 2010;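 active = inhibition above the mean inhibition of all tested compounds plus 3 SD, computed separately for each screening campaign, cut at about 15% in these data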
Target sequence (P62136 whole entry, looked up): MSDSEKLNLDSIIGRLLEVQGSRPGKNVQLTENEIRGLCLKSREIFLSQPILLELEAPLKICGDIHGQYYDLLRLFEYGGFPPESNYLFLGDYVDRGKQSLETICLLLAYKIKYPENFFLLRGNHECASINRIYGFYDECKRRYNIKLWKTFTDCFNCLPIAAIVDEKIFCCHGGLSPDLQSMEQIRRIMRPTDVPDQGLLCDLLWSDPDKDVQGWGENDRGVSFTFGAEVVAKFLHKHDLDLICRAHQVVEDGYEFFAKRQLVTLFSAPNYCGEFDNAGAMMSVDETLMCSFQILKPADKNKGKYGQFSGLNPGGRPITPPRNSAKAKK
ZTA counter = counter-screen for EBNA-1 inhibitors: inhibitors of Epstein-Barr virus ZTA; inhibition, % at 11 µM; P03206; 0.15% of 320,000 active; ZTA-DNA binding, fluorescence polarization; in the data active = inhibition above about 33%
Target sequence (P03206 whole entry, looked up): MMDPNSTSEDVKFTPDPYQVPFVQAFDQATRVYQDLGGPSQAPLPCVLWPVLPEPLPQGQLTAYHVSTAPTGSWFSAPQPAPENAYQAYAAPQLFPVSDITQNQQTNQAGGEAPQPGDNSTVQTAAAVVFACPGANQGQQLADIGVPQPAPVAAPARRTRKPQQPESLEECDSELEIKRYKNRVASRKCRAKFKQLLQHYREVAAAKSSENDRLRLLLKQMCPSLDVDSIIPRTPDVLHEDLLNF
PREPL inh = PREPL enzyme inhibitors, primary screen, biochemical, fluorescence polarization. Prolyl endopeptidase-like (Homo sapiens), Q4J6C6. recombinant PREPL, fluorescence polarization activity-based probe. inhibition, % at 5.96 µM. 0.68% of 320,000 active. AID 2751, 2010; in the data active = inhibition above about 43%;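 also: 0% = enzyme with DMSO and 100% = wells lacking enzyme; many of its hits are not listed in these tables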
Fh CTSL1 inh = Fasciola hepatica cathepsin L1 inhibitors, primary screen, counter-screen for PFM18AAP inhibitor project, biochemical, QFRET, fluorogenic peptide substrate | recombinant F. hepatica cathepsin L1, Z-Leu-Arg-MCA fluorescence | 0.49% of 300,000 active | inhibition, % at 5.96 µM | AID 1906, 2009;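 active = inhibition above the mean of all tested compounds plus 3 SD, set per screening campaign, cut at about 17% in these data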;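 also: 0% = plate median of test compound wells and 100% = 1 µM Z-Phe-Ala-diazomethylketone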
TPT1 inh = Candida albicans TPT1 enzyme inhibitors, primary screen, biochemical, fluorescence polarization | 0.81% of 300,000 active | tRNA 2'-phosphotransferase TPT1 (Candida albicans SC5314) | inhibition, % at 5 µM | recombinant caTPT1, FP RNA substrate dephosphorylation;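 active = inhibition above the mean of all tested compounds plus 3 SD, set per screening campaign, cut at about 24% in these data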;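 also: plate controls were DMSO alone for no effect and ferristatin control at 100 nM for full effect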
EBNA-1 inh = EBNA-1 DNA-binding inhibitors, primary screen, biochemical, fluorescence polarization; inhibition, % at 14.8 µM; AID 1950, 2009; 0.34% of 300,000 active; in the data active = inhibition above about 28%
Starred values were filed as active, the others as inactive; / = not tested or not shown. Some of the compounds tested; count on the stated rates, not on these rows.

SMILES	PP5 inh	Efflux pump mplx	core dimer inh	PP1 inh	ZTA counter	PREPL inh	Fh CTSL1 inh	TPT1 inh	EBNA-1 inh
COc1ccc(C(=O)c2c(C(F)(F)F)oc3c2C(=O)c2ccccc2C3=O)cc1OC	4.8	-0.1	25	4	-24	0	31*	0	-12
O=C(Nc1nccs1)C1CCCCN1S(=O)(=O)c1ccccc1 (stereo not drawn)	0.3	0.0	1	3	0	5	2	-1	-15
CCOc1ccccc1NS(=O)(=O)c1ccc2oc(=O)ccc2c1	1.6	0.3	15	-1	-18	-10	3	0	8
O=C(NCCCN1CCCC1=O)Nc1ccccc1Cl	0.2	-0.1	1	-2	-2	6	-1	0	-1
CCOC(=O)c1c(NC(=O)c2ccco2)n(C2CCCCC2)c2nc3ccccc3nc12	4.6	0.1	6	1	15	11	0	31*	1
O=C(Nc1cc(C(=O)N2CCCC2)ccc1N1CCCC1)c1ccccc1F	-2.7	-0.2	6	-1	8	7	0	2	9
CSc1ccccc1C(=O)C1CCCN(S(=O)(=O)N(C)C)C1 (stereo not drawn)	-2.2	0.0	-1	-3	-13	13	-2	-2	1
C=CCNC(=S)N(CC=C)C1CCS(=O)(=O)C1 (stereo not drawn)	1.9	1.1	-6	12	3	-11	-1	3	-1
COc1ccccc1/C=C/C(=O)c1c2c(c(C)[nH]c1=O)CCCC2	-0.2	0.0	2	0	8	10	4	3	1
O=C(N/N=C/c1ccc(O)cc1)c1cc(C23CC4CC(CC(C4)C2)C3)[nH]n1	0.7	-0.1	7	5	14	8	0	2	-4
Clc1cccc2sc(N3CCCCC3)nc12	3.1	0.3	5	0	10	-1	3	-33	-8
C/C(=N\NC(=O)c1nn(C)cc1Br)c1ccncc1	3.3	0.2	-4	-1	-3	7	-4	0	-6
Cc1ccc(/C=N/NC(=O)CSc2ccccn2)o1	4.1	0.0	-2	1	-12	10	1	-3	-13
COC(=O)c1c(NC(=O)c2cccnc2Cl)sc(C(=O)N(C)C)c1C	0.5	0.1	0	-3	14	1	5	5	9
CCC(C)C(=O)Nc1ccc(S(=O)(=O)N2CCCC2)cc1 (stereo not drawn)	2.4	-0.1	-8	0	-18	-9	0	1	-14

Exported in CSV form: part of the list above.
molecule,PP5 inh,Efflux pump mplx,core dimer inh,PP1 inh,ZTA counter,PREPL inh,Fh CTSL1 inh,TPT1 inh,EBNA-1 inh
O=C(Nc1cc(C(=O)N2CCCC2)ccc1N1CCCC1)c1ccccc1F,-2.7,-0.2,6,-1,8,7,0,2,9
CCOc1ccccc1NS(=O)(=O)c1ccc2oc(=O)ccc2c1,1.6,0.3,15,-1,-18,-10,3,0,8
C=CCNC(=S)N(CC=C)C1CCS(=O)(=O)C1 (stereo not drawn),1.9,1.1,-6,12,3,-11,-1,3,-1
Clc1cccc2sc(N3CCCCC3)nc12,3.1,0.3,5,0,10,-1,3,-33,-8

(listing goes on)
SMILES	PP5 inh	Efflux pump mplx	core dimer inh	PP1 inh	ZTA counter	PREPL inh	Fh CTSL1 inh	TPT1 inh	EBNA-1 inh
O=C(c1ccc2c(c1)N(Cc1ccc(F)cc1)C(=O)CS2)N1CCOCC1	1.7	-0.2	-2	-3	2	5	-1	0	2
Cc1ccc2c(c1)nnn2C1CCN(C(=O)C2CCCCC2)CC1	-0.4	0.0	-3	0	-4	1	-12	1	1
COc1ccc(C(=O)NCCNc2ccc([N+](=O)[O-])cn2)cc1	1.2	-0.1	2	-4	11	2	1	0	1
CCOC(=O)C1=C(C)NC(SCC(=O)Nc2nc(C)cs2)=C(C#N)C1c1cccs1 (stereo not drawn)	1.2	0.1	2	-1	4	9	2	0	-1
O=C1NC(=O)/C(=C/c2ccccn2)S1	-0.6	0.0	1	-2	-5	3	2	-3	0
CNc1ccc(/C=C(\C#N)C(=O)Nc2ccccn2)cc1[N+](=O)[O-]	-3.3	-0.1	-1	-1	-6	1	9	-2	-6
COc1ccc(S(=O)(=O)Nc2nc3ccccc3s2)cc1OC	1.4	-0.1	1	0	13	11	0	-4	8
O=S(=O)([N-]c1nc2ccccc2nc1-[n+]1ccc(-c2ccncc2)cc1)c1ccccc1	-1.3	0.0	6	-1	2	0	2	-67	2
Cn1c(N)c(C(=O)COC(=O)CSc2ccc3ccccc3c2)c(=O)n(C)c1=O	4.5	0.1	-1	-5	-21	8	-7	2	-4
Cc1ccc(CN(Cc2cc3cccc(C)c3[nH]c2=O)C(=S)NCCCN(C)C)cc1	-2.2	0.2	-1	3	7	12	3	6	-5
Cc1noc(C)c1COc1ccc(C(=O)OCC(=O)N2c3ccccc3NC(=O)C2(C)C)cc1	5.2	0.2	27	5	9	14	-3	-1	-5
CCn1c(SCC(=O)Nc2ccc3c(c2)OCCO3)nnc1-c1cccnc1	-0.7	-0.1	-6	-1	-4	9	7	0	-14
C/C(=N/NC(=O)c1ccncc1)c1ccccc1	3.2	0.0	-3	-1	-8	6	2	0	-11
COC(=O)c1sc(NC(=O)/C=C/c2ccccc2Cl)nc1C	1.2	0.1	-2	-5	-2	-5	-1	2	7
CCCCNC(=S)NNC(=O)CCn1cc(C)cn1	-2.9	-0.2	5	-5	3	2	-1	0	4
COC(=O)CC1COc2ccccc2N1C(=O)c1ccc(Cl)cc1 (stereo not drawn)	0.5	0.0	1	-2	0	-9	1	0	5
CCn1nnnc1SCC(=O)Nc1nc2ccccc2s1	3.2	0.1	-5	1	-14	1	4	4	-2
CCN1CCN(Cc2ccc(NC(=O)c3ccc(C)c(/C=C/c4cnc(Nc5cc(N6CCNCC6)nc(C)n5)cn4)c3)cc2C(F)(F)F)CC1	2.7	-0.1	-19	12	6	28	1	78*	12
Cc1nc2ccccc2c(=O)n1NC(=O)c1cccnc1Cl	2.3	-0.2	0	0	7	1	3	-1	5
NS(=O)(=O)c1ccc(NC2=CC(c3ccc(F)cc3)N(c3ccc(S(N)(=O)=O)cc3)C2=O)cc1 (stereo not drawn)	1.6	-0.1	5	0	-1	-2	4	0	12
Cc1ccc(S(=O)(=O)N(Cc2cc3ccccc3[nH]c2=O)CC2CCCO2)cc1 (stereo not drawn)	-1.5	0.1	13	-3	0	3	4	-6	4
COC(=O)c1ccc(-c2noc(CN(C)CCC3CCCCO3)n2)cc1 (stereo not drawn)	-1.8	0.0	4	-2	4	-5	4	-2	14
c1cncc(-c2noc(-c3ccc4ccccc4c3)n2)c1	1.4	0.0	14	-3	8	-12	-1	0	5
COc1ccccc1C(=O)n1nc(-c2cccnc2)nc1N	1.9	-0.2	-1	3	-10	-2	1	-2	2
O=C(NCc1ccc(Cl)cc1)C1CCN(S(=O)(=O)c2cccs2)CC1	4.0	-0.2	0	-3	-17	-7	-4	0	4
CN(C)C=Nc1ncc2c([nH]c3ccccc32)c1C#N	1.2	0.1	-3	-1	5	6	7	0	5
O=C(Cc1nnc(NC(=O)c2cccc([N+](=O)[O-])c2)s1)NCc1ccccc1	3.4	0.1	7	-1	-7	-7	0	1	6
Cc1nc2ccc(S(=O)(=O)NCC(=O)N(C)Cc3ccccc3)cc2s1	-2.1	0.3	-7	-4	14	11	4	-1	4
CN(C)CCNC(=O)c1ccccc1-c1ccccc1	-0.8	-0.1	-1	-5	7	0	4	-3	10
O=C1C2C(C(=O)N1CCc1ccccc1)C1C=CC2C12CC2 (stereo not drawn)	2.0	0.0	-4	0	5	-3	-3	1	5
COc1ccc(NC(=O)C(c2ccc(C)cc2)N(C)C(=O)CC2NC(=O)NC2=O)cc1 (stereo not drawn)	-4.2	0.1	-5	-3	14	-1	-4	-2	14
CN(CCC#N)CC(=O)Nc1ccc(S(N)(=O)=O)cc1	4.6	0.0	-2	-2	-14	13	1	2	-21
COc1ccc(C(CNCC(O)COc2c(C)ccc(C)c2C)N(C)C)cc1 (stereo not drawn)	1.9	-0.1	-6	0	-6	-12	5	-2	-11
COC(=O)c1c(C)oc(C)c(C(=O)OC)c1=O	3.9	0.1	-2	-3	6	10	-4	6	-4
CCCCn1c(N2CCCC2)nc2c1c(=O)[nH]c(=O)n2C	0.6	0.0	11	-3	-8	-2	0	-1	14
O=C(Nc1ccccc1)c1ccc(Nc2c([N+](=O)[O-])cc([N+](=O)[O-])c3ccccc23)cc1	0.5	0.1	34	-1	-4	2	2	5	2
Cc1ccc(CNC(=O)C2CCCC2)cc1	-0.6	0.0	-1	-2	-4	14	4	1	1
Cc1ccc(C)c(OCCCC(=O)Nc2nccs2)c1	3.0	0.0	-3	-3	3	-7	0	-2	4
O=C(c1cc(COc2c(F)cccc2F)on1)N1CCC(c2ccccc2F)C1 (stereo not drawn)	1.6	0.1	0	2	-2	-12	4	4	-5
O=S(=O)(Nc1cc(C(F)(F)F)ccc1N1CCOCC1)c1ccc2ccccc2c1	5.0	-0.1	-1	2	9	5	3	-5	-3
CC(=O)c1sc(NC(=O)C2CCCN2S(=O)(=O)c2ccccc2F)nc1C (stereo not drawn)	0.1	0.0	/	-5	7	-1	/	/	/
CC(C)CC(=O)Nc1cccc(-c2nc3ccccc3[nH]2)c1	1.3	0.0	0	-1	7	5	-5	-2	-8
S=C(NCCc1c[nH]c2ccccc12)NC1CCCCC1	4.4	0.5	3	4	-4	4	-5	1	-9
Cc1nc2ccc(NC(=O)c3cccnc3)cc2s1	1.2	0.1	-2	0	-6	9	-3	2	-7
CCOC(OCC)P(=O)(c1ccccc1)c1ccccc1	-1.0	0.1	-4	-1	16	4	0	0	0
C=C(C)COc1ccc2c3c(c(=O)oc2c1OCC(=C)C)CCC3	3.1	0.0	-2	3	-19	8	1	3	-1
Brc1ccc2ncc(Br)cc2c1	-1.3	-0.1	25	-2	-12	1	2	1	7
CCOC(=O)c1csc(NC(=O)c2ccc(S(=O)(=O)N(C)C)cc2)n1	-2.3	0.1	-5	-4	2	-4	1	-1	2
CCC(C)c1ccccc1OCCn1ccnc1 (stereo not drawn)	-6.3	0.1	-8	-1	-26	-7	1	0	-9
O=C(CC1C(=O)NCCN1Cc1ccc(F)cc1)NCCN1CCCc2ccccc21 (stereo not drawn)	2.3	0.0	-9	3	-15	12	-2	-5	-7
CC(=O)Nc1ccccc1C(=O)C(=O)Nc1cccc(F)c1	1.1	0.1	-2	-5	10	12	0	-1	-6
Cc1nn(-c2ccc(N3CCOCC3)nn2)c(C)c1CCC(=O)NCc1ccc(F)cc1	-0.6	0.1	-4	-1	-10	0	-2	0	-3
Cc1ccc(OCc2ccc(C(=O)Nc3nccs3)o2)cc1C	0.2	-0.2	-2	7	2	-15	2	1	1
COc1cccc(C(=O)NC2CCCc3c2cnn3-c2ccc(C)c(C)c2)c1OC (stereo not drawn)	2.2	0.0	18	-2	-19	-1	-5	-1	-4
COc1cc(O)c(C(CC(=O)N2CCCC2)c2cc(OC)c(OC)c(OC)c2)c(OC)c1 (stereo not drawn)	0.1	0.1	-9	0	-2	11	-3	0	-20
S=C(Nc1ccc2c(c1)OCCO2)Nc1ccc2c(c1)OCO2	-0.8	0.2	-2	-4	-4	6	1	7	-17
COc1cc(OC)cc(-c2c(-c3cccs3)c3cc(-c4ccc5cc[nH]c5c4)ccc3n2C)c1	-3.8	0.0	/	-7	-4	9	/	/	/
